Screening data (PubChem)
Giardia kill = Small Molecules that selectively kill Giardia lamblia: qHTS; Giardia lamblia trophozoite viability; activity change, % at 7.66 µM, hits read low; AID 540267, 2011; actives 0.15% (n = 340,000); in the data active = activity change below about -80%; inconclusive = between about -30% and that limit;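 also: parasites exposed to compound for two days anaerobically before the ATP read; % is scaled to controls: 0 for no effect and ±100 for the full control effect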
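Trophozoites 100 cells/well + cpd; 48 hrs, 37 deg C, anaerobic. ATPLite 1-Step added, 15-30 min RT, luminescence read (ATP-based viability).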
uPA surface inh = qHTS for Inhibitors of Cell Surface uPA Generation; Potency, µM (doses to about 38.3 µM), for inactives: at the highest dose activity change, negative = inhibition, hits mostly inhibitors; cell surface uPA generation assay, qHTS; actives 0.31% (n = 330,000); active = well fitted inhibition curve with a large enough effect; inconclusive = small, poorly fitted or top-dose-only effect; inactive = no such curve, though single readings can be large or run the other way; tested in mouse RAW 264.7 cells; also: potency is read from the fitted curve at half-maximal effect; % is scaled to controls: 0 for no effect and ±100 for the full control effect; nearly all actives have a fitted effect of over 55% in size
Rab9 promoter act = qHTS Assay for Rab9 Promoter Activators; actives 2.8% (n = 320,000); Potency, µM (top dose mostly 9.22 µM), for the others: at the highest dose activation, negative = inhibition, hits mostly activators; Huh7 Rab9 promoter-luciferase reporter, luminescence, 24 h; also: potency is read from the fitted curve at half-maximal effect; % of control where 0% means no effect; nearly all actives have a fitted effect of over 60% in size
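Using Huh7 cells stably transfected with Rab9 promoter–luciferase, compounds were incubated 24 h at 37 °C, 5% CO2; luciferase luminescence was read 10 min after reagent addition.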
ELG1 genotoxic = qHTS screen for small molecules that induce genotoxicity in human embryonic kidney (HEK293T) cells expressing luciferase-tagged ELG1; HEK293T ELG1-luciferase reporter, luminescence, 16 h; Potency, µM (doses to about 46 µM), without a hit: top-dose activity change, positive = activation, most hits filed as activators; actives 1.3% (n = 330,000); also: potency is read from the fitted curve at half-maximal effect; % of control where 0% means no effect; nearly all actives have a fitted effect of over 60% in size
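Screening used a luciferase reporter fused to human ELG1 in HEK293T cells. Luminescence was read on a CCD plate imager after 16 hr exposure and 30 min ONE-Glo incubation.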
VP16 counter = VP16 counterscreen qHTS for inhibitors of ROR gamma transcriptional activity. Drosophila S2 Gal4-VP16 UAS-luciferase, luminescence, 20 h. Potency, µM (titrated, usually from 53.6 µM), without a hit: at the highest dose activity, negative = inhibition, usual class: inhibitors. actives 3.5% (n = 310,000);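 also: Gal4-VP16 expression switched on by copper sulfate through the metallothionein promoter; potency is read from the fitted curve at half-maximal effect; % is scaled to controls: 0 for no effect and ±100 for the full control effect; nearly all actives have a fitted effect of over 50% in size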
RORgamma inh = qHTS for inhibitors of ROR gamma transcriptional activity; Nuclear receptor ROR-gamma (Mus musculus), P51450; Potency, µM (titrated, usually from 53.6 µM), for the others: at the highest dose activity change, negative = inhibition, hits mostly inhibitors; AID 2551, 2010; Drosophila S2 Gal4-RORgamma UAS-luciferase reporter, 20 h; actives 5.4% (n = 310,000); also: potency is read from the fitted curve at half-maximal effect; % is scaled to controls: 0 for no effect and ±100 for the full control effect; nearly all actives have a fitted effect of over 60% in size
Target sequence (P51450 whole entry, looked up, the tested form may be a part): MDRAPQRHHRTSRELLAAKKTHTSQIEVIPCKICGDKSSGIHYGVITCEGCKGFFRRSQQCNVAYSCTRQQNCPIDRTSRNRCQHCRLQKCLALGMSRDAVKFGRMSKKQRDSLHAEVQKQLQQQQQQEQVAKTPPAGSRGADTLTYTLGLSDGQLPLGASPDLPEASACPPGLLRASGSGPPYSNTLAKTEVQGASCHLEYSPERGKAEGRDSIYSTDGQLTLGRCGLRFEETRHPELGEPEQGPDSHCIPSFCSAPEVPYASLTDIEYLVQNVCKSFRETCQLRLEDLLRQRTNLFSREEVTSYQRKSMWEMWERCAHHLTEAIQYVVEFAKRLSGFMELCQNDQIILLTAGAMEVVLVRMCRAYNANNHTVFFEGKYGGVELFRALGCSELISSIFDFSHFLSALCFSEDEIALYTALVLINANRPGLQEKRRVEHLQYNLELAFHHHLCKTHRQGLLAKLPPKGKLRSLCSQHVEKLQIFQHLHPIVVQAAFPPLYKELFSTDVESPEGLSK
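Read-out: Photinus luciferase luminescence; inhibitors lower reporter signal. Insect Schneider cells with Gal4-ROR gamma fusion under metallothionein promoter, UAS reporter; 700 uM final copper sulfate induction, 20 hr, ambient temperature.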
KCNH2 3.1 block = qHTS for Inhibitors of KCHN2 3.1: Mutant qHTS; U2OS KCNH2 3.1, thallium flux FluxOr; active compounds read low; activity change, % (tested at about 1.8 µM); actives 0.95% (n = 340,000); AID 720553, 2013;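 active = maximum activity change below -70%; inconclusive = maximum activity change from -70% to -50%; inactive = maximum activity change above -50%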;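 also: thallium influx rate constant from kinetic fluorescence after stimulation buffer; % is scaled to controls: 0 for no effect and ±100 for the full control effect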
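U2OS cells transduced with KCNH2 3.1 mutant virus (1.77 x 10^8 /mL, 4 h), plated overnight at 37 C, loaded 45 min with FluxOr dye plus Red40 quencher. Thallium flux rate constant from kinetic reads after stimulation buffer, normalised to controls.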
FLuc modulator = qHTS profiling assay for firefly luciferase inhibitor/activator using purifed enzyme and Km concentrations of substrates (counterscreen for miR-21 project); Luciferin 4-monooxygenase (Photinus pyralis), P08659; purified FLuc, Km substrates, luminescence inhibition; Potency, µM (top dose mostly 57.5 µM), for inactives: at the top dose activity change, negative = inhibition, actives largely listed as inhibitors; actives 6.9% (n = 360,000);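 also: potency is read from the fitted curve at half-maximal effect; plate controls were vehicle for no effect and reference inhibitor for full effect; nearly all actives have a fitted effect of over 55% in size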
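Biochemical qHTS of compounds, final roughly 60 µM downward over six points, against 10 nM purified firefly luciferase using Km concentrations of substrates (10 uM D-luciferin, 10 uM ATP) in Tris acetate pH 7.5 buffer; luminescence output.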
NPC1 promoter act = qHTS Assay for NPC1 Promoter Activators; actives 2.4% (n = 320,000); Potency, µM (doses to about 9.22 µM), for the others: at the highest dose activation, actives largely listed as activators; Huh7 NPC1 promoter luciferase reporter, 24 h;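 also: potency is read from the fitted curve at half-maximal effect; % of control where 0% means no effect; nearly all actives have a fitted effect of over 60% in size; reporter is driven by a mutant NPC1 promoter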
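Quantitative HTS used a cell-based reporter: Huh7 cells stably bearing the NPC1 promoter upstream of luciferase were treated with compounds for 24 h, and promoter activation was read as luminescence.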
FBPA coupling cs = qHTS Assay for Inhibitors of Fructose-1,6-bisphosphate Aldolase from Giardia Lamblia: Coupling assay counterscreen; activity change, negative = inhibition, % at 58.2 µM, hits read low; actives 0.67% (n = 290,000); AID 2472, 2010; coupling enzyme system counterscreen, AmpLite Red fluorescence; in the data active = activity change below about -30%; also: % is scaled to controls: 0 for no effect and ±100 for the full control effect
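First, compound is pin-transferred into glyceraldehyde-3-phosphate coupling-enzyme reagent at 57.5 uM final and held 10 min at RT. Next, substrate, coupling system and AmpLite Red are added. After 20 min RT, fluorescence (525/598 nm) is read.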
Tb PFK inh = qHTS Assay to Find Inhibitors of T. brucei phosphofructokinase. ATP-dependent 6-phosphofructokinase (Trypanosoma brucei brucei), O15648. T. brucei PFK, ADP-Glo luminescence. Potency, µM (series often up to 57.5 µM), for the others: top-dose activity, negative = inhibition, usual class: inhibitors. actives 0.17% (n = 330,000). AID 485367, 2010;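 also: potency is read from the fitted curve at half-maximal effect; 0% = uninhibited 1x PFK enzyme wells and -100% = no-enzyme wells; nearly all actives have a fitted effect of over 60% in size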
Target sequence (O15648 whole entry, looked up): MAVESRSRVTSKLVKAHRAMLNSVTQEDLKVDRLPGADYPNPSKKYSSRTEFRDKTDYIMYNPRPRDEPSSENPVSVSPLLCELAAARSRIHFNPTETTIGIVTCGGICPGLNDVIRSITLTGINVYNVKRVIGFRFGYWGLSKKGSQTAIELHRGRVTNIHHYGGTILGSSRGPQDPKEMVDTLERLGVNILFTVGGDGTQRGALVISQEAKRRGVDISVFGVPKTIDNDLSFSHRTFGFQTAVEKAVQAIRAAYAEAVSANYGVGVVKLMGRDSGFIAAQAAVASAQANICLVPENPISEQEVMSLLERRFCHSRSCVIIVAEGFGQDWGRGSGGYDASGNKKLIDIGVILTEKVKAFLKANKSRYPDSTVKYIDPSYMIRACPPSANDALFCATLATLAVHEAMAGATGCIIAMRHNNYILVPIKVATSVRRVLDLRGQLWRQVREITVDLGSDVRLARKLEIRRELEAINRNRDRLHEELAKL
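ADP-Glo luminescence quantified ADP after 45 min at room temperature, with 1.25 nM T. brucei PFK, 0.1 mM ATP and 0.5 mM fructose-6-phosphate in pH 8.0 TEA buffer. qHTS titrations up to 57 µM; curves classified by quality.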
Starred values were filed as active, the others as inactive; ? = inconclusive; · = not tested or not shown; & = joins results of further samples; [ ] = remark or other dose. Unless noted, calls follow the shape of the dose curve; as a rule, active = well fitted curve in the direction sought with a large enough effect; inconclusive = small, poorly fitted or top-dose-only effect, or another doubt; inactive = no such curve, though single readings can be large; an effect the other way counts as inactive or inconclusive.

SMILES	Giardia kill	uPA surface inh	Rab9 promoter act	ELG1 genotoxic	VP16 counter	RORgamma inh	KCNH2 3.1 block	FLuc modulator	NPC1 promoter act	FBPA coupling cs	Tb PFK inh
Cc1ccc(NC2c3ccccc3C(=O)N2c2cccnc2)cc1 (centres undefined)	12	-6%	-5%	2%	0%	8%	18	-2%	-5%	4	0%
COc1cc(OC)cc(C(=O)NC2CCCCCCC2)c1	-7	5%	8%	0%	2%	12%	-15	?	7%	0	-11%
COc1ccc(CCN(C)C(=O)CNC(=O)Cc2cccc3ccccc23)cc1OC	10	-8%	14%	12%	-1%	7%	·	4%	-11%	·	-1%
O=C(O)/C(=C\c1ccccc1OC(F)F)c1ccc(-c2ccccc2)cc1	-6	-11%	2%	1%	6%	6%	3	-5%	4%	10	0%
COc1cc(OC)cc(C(=O)NC(C(=O)NNC(=O)c2ccc(C)cc2)C(C)C)c1 (centres undefined)	-12	-22%	4%	0%	·	·	2	·	-1%	·	-2%
OC(COCCOc1ccc(Br)cc1)CN1CCCCC1 (centres undefined)	10	3%	7%	-4%	-9%	12%	-2	-1%	1%	-2	0%
Cn1c(CN2CCCCC2)nc2cc([N+](=O)[O-])ccc21	21	-1%	-5%	-2%	3%	2%	-185*	0%	5%	0	9%
COc1cc(NC(=O)c2ccco2)c(OC)cc1NC(=O)CSc1ncc(-c2ccc(F)cc2)[nH]1	10	-1%	0%	-10%	-14%	-1%	3	0%	-1%	1	1%
NNc1nc2ccc(F)cc2s1	0	-29%	22%	?	?	?	-19	19µM*	15%	-8	-12%
Cn1ccc(NC(=O)Nc2ccc(Cl)cc2)n1	0	-4%	25%	?	3%	8%	-9	17µM*	?	2	-1%

Already shown: two of the compounds above.
SMILES	Giardia kill	uPA surface inh	Rab9 promoter act	ELG1 genotoxic	VP16 counter	RORgamma inh	KCNH2 3.1 block	FLuc modulator	NPC1 promoter act	FBPA coupling cs	Tb PFK inh
NNc1nc2ccc(F)cc2s1	0	-29%	22%	?	?	?	-19	19µM*	15%	-8	-12%
Cn1ccc(NC(=O)Nc2ccc(Cl)cc2)n1	0	-4%	25%	?	3%	8%	-9	17µM*	?	2	-1%

Additional results follow:
SMILES	Giardia kill	uPA surface inh	Rab9 promoter act	ELG1 genotoxic	VP16 counter	RORgamma inh	KCNH2 3.1 block	FLuc modulator	NPC1 promoter act	FBPA coupling cs	Tb PFK inh
CNC(=O)c1ccccc1Sc1ccccc1C#N	-23	-3%	-1%	0%	-5%	?	9	-3%	0%	0	-1%
COC(=O)[C@]1(C)N[C@H](CN(C)S(=O)(=O)c2ccc(F)cc2)[C@@H]2C(=O)N(Cc3ccccc3)C(=O)[C@@H]21	6	-7%	·	3%	·	·	5	·	·	·	4%
CC(C)(C)c1nnc2sc(SCC(=O)NCc3ccco3)nn2c1=O	-8	20%	11%	-3%	·	·	-8	1%	-1%	·	1%
O=C1CCN(Cc2cccnc2)CCN1[C@H](CO)Cc1ccccc1	5	?	-2%	4%	-3%	-13%	·	0%	1%	3	1%
CSCCC(NC(=O)OC(C)(C)C)C(=O)Oc1ccc2c(=O)c(-c3ccc4c(c3)OCCO4)coc2c1 (centres undefined)	?	-8%	0.79µM*	?	-29%	1%	-2	11µM*	1.4µM*	-2	-1%
Cc1ccc(N(CC(=O)NCC2CCCO2)C(=O)CNS(=O)(=O)c2ccc(Cl)cc2)cc1 (centres undefined)	-26	1%	3%	-3%	-1%	37%	12	1%	-1%	1	3%
C#CCOc1c(Br)cc(/C=C2/C(=O)ON=C2C)cc1OC	0	6%	-1%	0%	-8%	9%	-10	?	0%	4	-6%
COc1ccc(CNC(=O)CSc2nc3ccccc3n2C(C)=O)cc1	10	15%	-1%	-1%	-14%	1%	6	-1%	-3%	0	2%
CC1=NCCN1CCNC(=O)Nc1cc(C)cc(C)c1	24	4%	-11%	2%	-3%	18%	4	-2%	-1%	1	0%
COc1ccc(CNC(=O)C(C)N(C)Cc2cccc(F)c2)cc1 (centres undefined)	-22	-17%	0%	-4%	2%	29%	-10	0%	11%	3	0%
COC(=O)c1sc(-c2ccccc2)cc1NC(=O)c1cc(OC)cc(OC)c1	5	-4%	0%	1%	-3%	-2%	2	1%	-5%	1	-2%
COc1ccc(/C=C(\NC(=O)c2ccco2)C(=O)NCCc2nc3ccccc3[nH]2)cc1	-14	10%	-3%	-5%	8%	0%	9	2%	-6%	-1	0%
CN1C2CCC1CC(NC(=O)c1cc(Cl)cc3[nH]cnc13)C2 (centres undefined)	-2	2%	8%	-6%	3%	-6%[1.91 µM]	0	0%	-6%	-1	-2%
O=c1c2ccccc2c(C=NCCO)c(O)n1-c1ccccc1	16	1%	-3%	0%	29%	3%	-6	-1%	-2%	0	-3%
COc1ccc(C(c2nnnn2C2CCCC2)N2CCC(C(N)=O)CC2)c(OC)c1 (centres undefined)	-21	0%	-4%	2%	-7%	-1%	4	-3%	-3%	6	0%
O=C(COc1ccccc1)Nc1ccc(NC(=O)c2ccco2)cc1	-1	-4%	11%	4%	4%	25%	5	3%	9%	0	0%
COc1cccc(-c2nc(-c3cccs3)no2)c1	19	-7%	2.5µM*	?	?	13µM*	-1	0.27µM*	2.8µM*	0	0%
O=C(NC1CCN(S(=O)(=O)c2ccc(F)cc2)CC1)c1ccccc1	-4	3%	-7%	1%	-3%	-29%	-17	0%	-2%	0	2%
CCOC(=O)N1CCN(C(=O)c2c[nH]c3ccc(S(=O)(=O)N(C)c4ccc(OCC)cc4)cc3c2=O)CC1	7	2%	-5%	0%	17%	8%	-30	3%	0%	·	6%
CC(=C\c1ccccc1)/C=C1/SC(=S)N(CCCC(=O)O)C1=O	7	2%	-20%	-1%	0.63µM*	?	-2	27µM*	-15%	9	0%

Single records, from the list above. Screens in order: Giardia kill | uPA surface inh | Rab9 promoter act | ELG1 genotoxic | VP16 counter | RORgamma inh | KCNH2 3.1 block | FLuc modulator | NPC1 promoter act | FBPA coupling cs | Tb PFK inh
`CSCCC(NC(=O)OC(C)(C)C)C(=O)Oc1ccc2c(=O)c(-c3ccc4c(c3)OCCO4)coc2c1` (centres undefined) is entered as ? | -8% | 0.79µM* | ? | -29% | 1% | -2 | 11µM* | 1.4µM* | -2 | -1%
`O=c1c2ccccc2c(C=NCCO)c(O)n1-c1ccccc1` is entered as 16 | 1% | -3% | 0% | 29% | 3% | -6 | -1% | -2% | 0 | -3%
`COc1ccc(CCN(C)C(=O)CNC(=O)Cc2cccc3ccccc23)cc1OC` is entered as 10 | -8% | 14% | 12% | -1% | 7% | · | 4% | -11% | · | -1%

(continued)
SMILES	Giardia kill	uPA surface inh	Rab9 promoter act	ELG1 genotoxic	VP16 counter	RORgamma inh	KCNH2 3.1 block	FLuc modulator	NPC1 promoter act	FBPA coupling cs	Tb PFK inh
CC(=O)Nc1ncc(Cc2cccc(Cl)c2)s1	-7	-1%	-9%	13%	?	-20%	-3	3%	-1%	-4	-14%
CCc1ccc(-c2csc(-c3c[nH]c4ccccc34)n2)cc1	-15	6%	1.1µM*	?	4%	17%	0	21µM*	2.5µM*	-15	11%
CCN1CCN(c2nc3ccccc3nc2C(C#N)C(=O)OC2CCCCC2)CC1 (centres undefined)	3	-9%	1%&-4%	0%	-15%	-23%	-50	-1%&4%	-5%&-1%	·	0%&-10%
O=C1c2ccccc2C(=O)N1c1ccc(Cc2ccncc2)cc1	4	-4%	-13%	-5%	?	-22%	-11	?	1%	1	-2%
C/C(=N/NC(=O)CSc1nc2ccccc2s1)c1ccncc1	23	-3%	-13%	-1%	-15%	20%	13	-15%	-3%	7	0%
CCc1ccc(-n2c(SCC(=O)Nc3cccc(S(=O)(=O)NC4=NCCCCC4)c3)nc3ccccc3c2=O)cc1	40[activator]	-3%	-8%	5%	-11%	-7%	11	2%	1%	0	0%
O=C(O)CCN1C(=O)/C(=C\c2cccc(OCC(=O)Nc3ccc(Cl)cc3)c2)SC1=S	-11	-6%	29%	2%	5%	?	-9	17µM*	27%	13	-19%
Cc1occc1C(=O)Nc1cccc([N+](=O)[O-])c1C	-8	?	13%	0%	-16%	22%	-7	-3%	-3%	-3	-12%
